Screening data deposited in PubChem BioAssay by National Center for Advancing Translational Sciences (NCATS).
PGK inhibitor = T. brucei PGK inhibition | P07378 | PGK/GAPDH coupled, Kinase-Glo luminescence, 60 min | Potency, µM (doses to about 57.5 µM), inactives show at the highest dose activity change, negative = inhibition, most hits filed as inhibitors | actives 0.043% (n = 380,000) | AID 602233; note: potency is the fitted concentration of half-maximal effect; % is set by controls: 0 for no effect and ±100 for the full control effect; nearly all actives have a fitted effect of over 60% in size
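Recombinant glycosomal PGK reaction used 1,3-bisphosphoglycerate generated in-well by GAPDH (100nM final) in 100mM TEA pH 7.6, 5mM MgCl2, 0.01% Tween-20. After 60 minutes at room temperature, ATP was read by Kinase-Glo Plus luminescence end-point.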
PI4K2A inh = PI4K2A (human) kinase inhibition; actives 0.13% (n = 420,000); AID 1346378; purified PI4K2A, ADP-Glo luminescence, 1 h; stronger effect = lower value; Q9BTU6; activity change, negative = inhibition, % at 76.9 µM; in the data active = activity change below about -50%; inconclusive = mostly about -30% to -49%;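 note: -100% = wells without enzyme as full effect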
Target sequence (Q9BTU6 whole entry, looked up): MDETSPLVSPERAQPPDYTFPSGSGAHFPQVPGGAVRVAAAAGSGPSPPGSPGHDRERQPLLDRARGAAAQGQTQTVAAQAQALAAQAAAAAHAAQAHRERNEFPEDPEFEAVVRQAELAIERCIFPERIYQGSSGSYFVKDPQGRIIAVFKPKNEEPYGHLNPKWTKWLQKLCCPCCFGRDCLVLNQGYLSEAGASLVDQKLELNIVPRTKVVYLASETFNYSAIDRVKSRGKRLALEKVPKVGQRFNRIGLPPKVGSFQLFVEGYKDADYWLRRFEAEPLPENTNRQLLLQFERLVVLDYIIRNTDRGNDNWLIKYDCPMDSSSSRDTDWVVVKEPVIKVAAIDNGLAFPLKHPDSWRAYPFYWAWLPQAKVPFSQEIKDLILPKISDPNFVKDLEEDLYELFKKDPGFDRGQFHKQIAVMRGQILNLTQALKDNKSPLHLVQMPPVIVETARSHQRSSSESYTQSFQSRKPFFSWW
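Compounds are screened against recombinant PI4K2A using PI as substrate and ATP, the latter dispensed at 300 microM. Reactions run one hour at ambient temperature before ADP-Glo detection; full inhibition defined by wells lacking enzyme.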
GLS inhibitor = blocks human kidney-isoform glutaminase activity. O94925. GLS enzymatic activity, qHTS titration. Potency, µM (titrated, usually from 45.5 µM), for inactives: at the top dose activity change, negative = inhibition, hits mostly inhibitors. actives 0.21% (n = 410,000); note: potency is the fitted concentration of half-maximal effect; % is set by controls: 0 for no effect and ±100 for the full control effect
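hKGA; 45 mM KH2PO4 pH 8.2 + 0.02% Tween-20; cpd via pin tool; 1 mM Gln soln; GluOx/HRP/Amplex Red; RT 30 min; fluor. t0 & final.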
Pin1 inh = inhibitors of human Pin1; Q13526; Pin1 FP peptide displacement, HiFluor488, 10 min; Potency, µM (top dose mostly 115 µM), for inactives: at the top dose activity, negative = inhibition, hits mostly inhibitors; actives 0.009% (n = 390,000); active = well fitted inhibition curve with a large enough effect in the polarisation, with a control signal flat, not every such curve was filed as active; inconclusive = small, poorly fitted or top-dose-only effect, or effect the other way, or a change in a side signal; inactive = no such curve, though single readings can be large or run the other way; the % refers to the polarisation; note: potency is the fitted concentration of half-maximal effect; % is set by controls: 0 for no effect and ±100 for the full control effect
G9a block = blocks human histone lysine methyltransferase G9a; G9a H3K9 monomethylation, AlphaScreen, 2 h; Potency, µM (series often up to 102 µM), without a hit: at the top dose activity, negative = inhibition, usual class: inhibitors; actives 8.8% (n = 350,000); AID 504332; note: potency is the fitted concentration of half-maximal effect; % is set by controls: 0 for no effect and ±100 for the full control effect; nearly all actives have a fitted effect of over 75% in size
Target sequence (Q96KQ7 913-1193 limits assumed): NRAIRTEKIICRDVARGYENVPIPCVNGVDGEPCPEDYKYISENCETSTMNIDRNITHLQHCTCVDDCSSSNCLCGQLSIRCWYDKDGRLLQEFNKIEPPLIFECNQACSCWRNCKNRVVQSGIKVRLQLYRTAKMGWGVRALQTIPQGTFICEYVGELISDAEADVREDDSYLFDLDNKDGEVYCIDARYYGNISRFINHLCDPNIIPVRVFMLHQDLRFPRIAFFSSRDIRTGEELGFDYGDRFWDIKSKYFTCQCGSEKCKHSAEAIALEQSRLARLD
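Step 1: enzyme (final 20 nM) with compound, 15 min RT. Step 2: substrate peptide 500 nM and SAM 20 uM, 2 h RT. Step 3: anti-H3K9me1 antibody and AlphaScreen beads, 10 min, then plate read.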
HP1b chromo inh = blocks HP1-beta chromodomain binding to methylated histone tails | Potency, µM (series often up to 114 µM), without a hit: at the top dose activity change, negative = inhibition, most hits filed as inhibitors | actives 0.56% (n = 390,000) | AlphaScreen HP1-beta / biotin-H3K9me3 peptide binding | P83916; note: potency is the fitted concentration of half-maximal effect; nearly all actives have a fitted effect of over 70% in size; inactives centre near 23
Target sequence (P83916 whole entry, looked up): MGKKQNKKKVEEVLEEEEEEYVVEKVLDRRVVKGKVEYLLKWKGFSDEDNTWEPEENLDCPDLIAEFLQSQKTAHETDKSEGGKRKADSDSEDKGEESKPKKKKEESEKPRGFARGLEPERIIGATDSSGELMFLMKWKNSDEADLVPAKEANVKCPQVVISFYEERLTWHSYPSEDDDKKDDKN
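AlphaScreen: HP1-beta (50 nM) preformed 30 min with biotin-H3(1-18)K9me3 peptide (50 nM) in PBS pH 7.4, 0.01% Tween-20. Compound added for 30 min at RT, then streptavidin donor/nickel chelate acceptor beads (10 ug/mL) for 30 min.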
Pol eta inh = DNA polymerase eta (human) inhibition. recombinant Pol eta, fluorescent DNA replication assay. Potency, µM (series often up to 114 µM), for the others: top-dose activity change, negative = inhibition, hits mostly inhibitors. actives 1.2% (n = 390,000). AID 588591; note: potency is the fitted concentration of half-maximal effect; % is set by controls: 0 for no effect and ±100 for the full control effect
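Pol eta (10 nM) was preincubated with compounds for 15 min at room temperature, after which fluorescent replication substrate (50 nM final) was added to start the reaction. Fluorescence was read kinetically at 0 and 10 min.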
JMJD2A Tudor inh = blocks the human JMJD2A Tudor domain. Potency, µM (highest dose often 114 µM), for inactives: at the highest dose activity change, negative = inhibition, hits mostly inhibitors. actives 4.4% (n = 390,000). AlphaScreen JMJD2A-Tudor / H3K4me3 peptide binding. AID 504339; note: potency is the fitted concentration of half-maximal effect; % is set by controls: 0 for no effect and ±100 for the full control effect; nearly all actives have a fitted effect of over 50% in size
BAZ2B inh = blocks human BAZ2B. Q9UIF8. AID 504333. Potency, µM (top dose mostly 114 µM), without a hit: at the highest dose activity change, negative = inhibition, most hits filed as inhibitors. AlphaScreen BAZ2B-H3K14Ac peptide displacement. actives 4.4% (n = 360,000); note: potency is the fitted concentration of half-maximal effect; % is set by controls: 0 for no effect and ±100 for the full control effect; nearly all actives have a fitted effect of over 60% in size
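Complex of BAZ2B and biotin-H3K14Ac (50 nM apiece) forms over 30 min at RT, then faces library compounds up to 110 uM for another 30 min; AlphaScreen beads added, 20 min dark incubation, luminescence read.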
Numbers without * were called inactive; i = inactive; ? = inconclusive; . = no result given; & = joins results of further samples; [ ] = remark or other dose. Unless noted, calls come from the whole dose curve; as a rule, active = well fitted curve in the direction sought with a large enough effect; inconclusive = small, poorly fitted or top-dose-only effect, or another doubt; inactive = no such curve, though single readings can be large; an effect the other way counts as inactive or inconclusive. Some of the compounds tested; count on the stated rates, not on these rows.

| PI4K2A inh | BAZ2B inh | GLS inhibitor | HP1b chromo inh | JMJD2A Tudor inh | Pin1 inh | Pol eta inh | PGK inhibitor | G9a block | Structure |
| --- | --- | --- | --- | --- | --- | --- | --- | --- | --- |
| -4&-2 | . | -5% | 26% | -12% | 0% | -17% | i | . | Cc1nc(N)nc(N)c1-c1ccc(Cl)c(Cl)c1 |
| -14 | 5% | -4% | 35% | 17% | -1% | -12% | -9% | -1% | NC(=O)[C@@H]1CCCN1Cc1nc(Cc2ccccc2F)no1 |
| -3 | 91%[activator] | -5% | 12% | -8% | 5% | -1% | -5% | 73%[activator] | O=C(Cc1ccccc1)O/N=C1\CCCc2ccccc21 |
| 10 | -2% | -13% | 22% | 6% | 2% | -13% | i | 11%[12.7 µM] | O=C(c1cccs1)N1CCN(C2CCN(Cc3ccccc3)CC2)CC1 |
| -4 | . | -4% | 42%[activator] | -3% | -6% | -6% | i | . | Cc1noc(C)c1NC(=O)N(C)C[C@H]1Oc2ccc(NS(=O)(=O)c3cccs3)cc2C(=O)N([C@H](C)CO)C[C@@H]1C |
| -1 | -37% | -14% | 28% | -6%[57.1 µM] | -6% | -23% | -9% | 24%[59 µM] | COc1ccc(NC(=S)N2CCN(Cc3ccccc3)CC2)cc1 |
| 0 | 0% | 3% | 48%[activator] | 8% | -2% | -11% | -5% | 22%[59 µM] | COc1cc2c(-c3ccc(C)cc3)nc3c(c(C)nn3-c3ccccc3)c2cc1OC |
| -27 | -28% | -21% | 79µM* | -27% | 22% | -3% | 3% | ? | CCOc1cccc(=O)c2c(C)n(CC(=O)c3ccccc3)c(C)c12 |
| 5 | 8% | -4% | -6% | -35% | 50%[activator] | 0% | i | 45µM* | COC(=O)c1nn2c(C(F)(F)F)cc(-c3ccc(Br)o3)nc2c1Br |
| 0 | . | 8% | 47%[activator] | -5% | 14% | -13% | 4% | . | CCN(C(=O)COC(=O)CCOc1cc(C)ccc1C)c1c(N)n(Cc2ccccc2)c(=O)[nH]c1=O |
| 2 | -28% | 2% | 17% | -17% | 29% | 5% | -3% | -33% | Cn1nc(-c2ccc(NCCO)c([N+](=O)[O-])c2)c2ccccc2c1=O |
| -3 | -26% | -9% | -3% | -8%[11.4 µM] | 5% | -7% | 6% | 6.3µM* | O=[N+]([O-])c1ccc(O)c(/C=N/Nc2ccccc2Cl)c1 |
| 8 | -28% | -3% | 53%[activator] | 1% | -5% | -18% | -3% | ? | COc1cccc(NC(=S)N2CCN(S(=O)(=O)c3ccc(F)cc3)CC2)c1 |
| 11 | -4% | -6% | 36% | 12% | 0% | -15% | -8% | 6% | COCCCNC(=O)C(=O)NC1CCCCC1C (stereo not given) |
| 1 | -20% | -4% | 22% | -13% | 29% | -14% | ? | -14%[59 µM] | CC(C)Nc1ccc(-c2nc(-c3ccncc3)no2)cc1[N+](=O)[O-] |
| -2 | 8% | 0% | 36% | -8% | 0% | -19% | i | 13%[59 µM] | Cc1ccccc1NC(=O)CSCCN1C(=O)c2ccccc2C1=O |
| 10 | -3% | 23% | -4% | -27% | -1% | -14% | -2% | -22% | COc1ccc(N2CCN(Cc3cc(=O)oc4ccc(C)cc34)CC2)cc1 |
| 0 | 162%[activator][57.1 µM] | 6% | 259%[activator] | 185%[activator] | -3% | -4% | -6% | 59%[activator][59 µM] | CC1(C)N=C(SCc2ccccc2Cl)c2ccccc2N1 |
| -5 | . | 11% | -4% | ? | 1% | -17% | -6% | . | COc1ccc(C2=Nn3c(nnc3-c3ccccc3OC)SC2)cc1OC1CCCC1 |
| 0 | -5% | -10% | 37% | 4% | ? | -8% | -7% | . | CC1(C)Cc2c(C#N)c(N)n(-c3ccccc3)c(=S)c2CO1 |
| 8 | . | -3% | 1% | -4% | 5% | -5% | 5% | . | O=C(Cc1ccccc1F)Nc1cccc(S(=O)(=O)N2CCOCC2)c1 |
| 1 | -31% | -5% | -17% | -25%[57.1 µM] | -1% | -4% | 0% | 8% | O=C(c1ccccc1)c1nn(-c2ccc(Cl)cc2)c(=O)cc1C(F)(F)F |
| -2 | 45µM* | -9% | -5% | ? | 3% | -13% | i | 50µM* | O=C(O)c1ccccc1C(=O)N1N=C2/C(=C/c3cccc([N+](=O)[O-])c3)CCCC2C1c1cccc([N+](=O)[O-])c1 (stereo not given) |
| 6 | 4% | 4% | 28% | -4% | -2% | 5% | 2% | 50% | O=C(Nc1ccc(F)cc1)C1CCCN1S(=O)(=O)c1ccc(Br)cc1 (stereo not given) |
| 0 | ? | 19% | 7% | -21% | -1% | -9% | . | 56µM* | COC(=O)CSc1nnc(CNc2ccc(Cl)cc2)n1Cc1ccccc1 |
| -4 | -27% | 0% | 18% | -10% | 2% | -2% | 0% | 54% | N/C(=N\OC(=O)c1ccccc1Cl)c1cccc([N+](=O)[O-])c1 |
| -5 | 11% | -8% | 108%[activator] | 12% | 14% | -16% | i | -9%[59 µM] | CCCN(CCC)C(=O)CSc1nc2ccccc2c(=O)n1C1CCCC1 |
| 6 | -15% | 0% | 17% | -16% | -18% | -5% | 0% | 1% | N#Cc1cn(Cc2ccncc2)c(=O)[nH]c1=O |
| 0 | -38% | 31%[activator] | 15% | -24% | 1% | -10% | i | -1%[12.7 µM] | O=C(CSCc1ccc(F)cc1)Nc1ccc(N2CCOCC2)cc1N1CCOCC1 |
| -5 | -23% | -6% | 38% | -6% | -10% | -18% | 0% | -3% | N#C/C(=C\c1c(N2CCCCCC2)nc2ccccn2c1=O)C(=O)NC1CCS(=O)(=O)C1 (stereo not given) |
| 1 | -15% | 2% | 25% | -21% | -7% | -23% | i | 18% | Cc1ccc(S(=O)(=O)CCC(=O)Nc2nc(C(C)(C)C)cs2)cc1 |
| 0 | . | -1% | 21% | -19% | 3% | 10µM* | -8% | . | CCN(CC)CCCNc1nc2ccccc2c2[nH]c3ccc(OC)cc3c12 |
| -4 | -11% | 12% | 43%[activator] | -19% | -2% | -18% | i | ? | Cc1ccc(N2CC(C(=O)Nc3nnc(SCC(=O)NCC4CCCO4)s3)CC2=O)cc1 (stereo not given) |
| -4 | -16% | 8% | 17% | -22% | 17% | 4% | 2% | -2% | CCCn1c(CCC(=O)Nc2ccccc2Cc2ccccc2)nc2cc(S(=O)(=O)N3CCOCC3)ccc21 |
| -3 | -10% | 4% | 27% | 6% | -1% | -13% | -2% | 0%[59 µM] | Cc1cccc(NC(=O)COC(=O)CCc2c[nH]c3ccccc23)c1 |
| -1 | ? | 6% | 3% | -35% | 12% | -30% | 2% | -16%[59 µM] | C/C(=N\Nc1ncc(Cl)cc1Cl)c1ccc(S(=O)(=O)NCc2ccco2)cc1 |
| 0 | -17% | 0% | -10% | -28% | -8% | -22% | -4% | 8% | Cc1ccc(-c2csc(NC(=O)N3CCOCC3)n2)cc1 |
| 1 | -1% | -2% | 26% | -22% | 9% | -7% | i | 7%[59 µM] | O=C(CSc1ccc2ccccc2n1)N1CCC(c2noc3ccc(F)cc23)CC1 |
| -2 | -1% | -4% | 40%[activator] | -3% | -3% | -6% | i | ? | CN(C)c1ccc(NC(=O)CN2C(=O)c3ccccc3C2=O)cc1 |
| -2 | . | 17% | . | . | . | -9% | i | . | Cn1c(N)c(C(=O)N2CCN(c3ccccc3)CC2)c(=O)n(C)c1=O |
| 6 | 45µM* | 44%[activator] | ? | 56µM* | -5% | -12% | -5% | -49%[12.7 µM] | COc1ccc(N2CCN(c3nc4c(c(=O)n(C)c(=O)n4C)n3Cc3ccccc3)CC2)cc1 |
| 4 | -6% | 0% | 28% | -17% | -4% | -5% | -6% | 11% | CCOc1ccccc1C(=O)NN1C(=O)C2CCCCC2C1=O (stereo not given) |
| 2 | -17% | 7% | 31% | -14% | 8% | -13% | -7% | -30%[2.33 µM] | N#Cc1ccc(NC(=O)Nc2ccc(Oc3ccc(NC(=O)Nc4ccc(C#N)cc4)cc3)cc2)cc1 |
| -2 | . | 9% | 30% | -6% | -10% | -11% | -7% | . | C[C@H](CO)N1C[C@H](C)[C@@H](CN(C)S(=O)(=O)c2ccc(F)cc2)Oc2c(NC(=O)CCC(F)(F)F)cccc2C1=O |
| 4 | ? | -3% | -4% | ? | 19% | -16% | -1% | -21% | COc1ccc(NC(=S)N(CCc2c(C)[nH]c3ccccc23)Cc2ccco2)cc1 |
| 9 | 10% | -18% | 88%[activator] | 37%[activator] | 0% | -18% | -11% | 74%[activator] | O=S(=O)(c1ccccc1)N1CCN=C1SCc1c(F)cccc1Cl |
| -7 | 8% | 10% | 41% | -7% | 0% | 0% | 3% | 11% | c1ccc(C2=Nn3c(nnc3-c3cccnc3)SC2)cc1 |
| -21 | -8% | 17% | -20% | -29% | 1% | ? | 4% | -14% | Cc1ccc(C(=O)Nc2ccc(N3CCN(C(=O)c4ccco4)CC3)cc2)c(Cl)c1 |
| -1 | -10% | 1% | 16% | -22% | -2% | -6% | -3% | 1% | N#Cc1ccc(-c2ccc(OCC(O)CN3CCCCC3)cc2)cc1 (stereo not given) |
| 0 | 4% | -7% | 37% | -4% | -4% | -27% | i | 14% | COc1cc(C(=O)Oc2ccc(/C=N/NC(=O)c3ccncc3)cc2)cc(OC)c1OC |
| 2 | . | 3% | 26% | -14% | 6% | 4% | -5% | . | CC[C@]1(C(=O)OC)[C@H]2C(=O)N(C)C(=O)[C@H]2[C@H]2CN(C)C(=NCc3ccccc3)N21 |

A second format for two compounds above.
Screens in order – PI4K2A inh | BAZ2B inh | GLS inhibitor | HP1b chromo inh | JMJD2A Tudor inh | Pin1 inh | Pol eta inh | PGK inhibitor | G9a block
> C/C(=N\Nc1ncc(Cl)cc1Cl)c1ccc(S(=O)(=O)NCc2ccco2)cc1
→ -1 | ? | 6% | 3% | -35% | 12% | -30% | 2% | -16%[59 µM]
> Cc1ccc(-c2csc(NC(=O)N3CCOCC3)n2)cc1
→ 0 | -17% | 0% | -10% | -28% | -8% | -22% | -4% | 8%
